Screening data as filed in PubChem BioAssay.
HUVEC tox TNFa: HUVEC cytotoxicity counter-screen, TNF alpha stimulated | HUVEC TNFalpha-stimulated, Hoechst cell count, imaging | cell count reduction, % at 2 µM | 93,000 compounds, 0.17% hits | AID 848;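 active = cell count reduction exceeding the screen mean by over 5 SD, scaled to untreated wells per plate, cut at about 78% in these data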;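 note: cells counted after 24 h of TNF alpha exposure following the 1 h pretreatment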
hDAT+cocaine: human DAT dopamine uptake with cocaine, either direction. Q01959. LLC-PK1 hDAT cells, [14C]-dopamine uptake with cocaine IC80; actives deviate in either direction. B-score at 10 µM. 110,000 compounds, 1.3% hits. AID 449768;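 active = Z score or B-score, a plate-position-corrected score, falls beyond the plate's 99.7% confidence bounds, in either direction; inactive = both scores lie inside the 99.7% bounds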;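 note: scored against the spread of the other compound wells on the same plate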
Target sequence (Q01959 whole entry, looked up): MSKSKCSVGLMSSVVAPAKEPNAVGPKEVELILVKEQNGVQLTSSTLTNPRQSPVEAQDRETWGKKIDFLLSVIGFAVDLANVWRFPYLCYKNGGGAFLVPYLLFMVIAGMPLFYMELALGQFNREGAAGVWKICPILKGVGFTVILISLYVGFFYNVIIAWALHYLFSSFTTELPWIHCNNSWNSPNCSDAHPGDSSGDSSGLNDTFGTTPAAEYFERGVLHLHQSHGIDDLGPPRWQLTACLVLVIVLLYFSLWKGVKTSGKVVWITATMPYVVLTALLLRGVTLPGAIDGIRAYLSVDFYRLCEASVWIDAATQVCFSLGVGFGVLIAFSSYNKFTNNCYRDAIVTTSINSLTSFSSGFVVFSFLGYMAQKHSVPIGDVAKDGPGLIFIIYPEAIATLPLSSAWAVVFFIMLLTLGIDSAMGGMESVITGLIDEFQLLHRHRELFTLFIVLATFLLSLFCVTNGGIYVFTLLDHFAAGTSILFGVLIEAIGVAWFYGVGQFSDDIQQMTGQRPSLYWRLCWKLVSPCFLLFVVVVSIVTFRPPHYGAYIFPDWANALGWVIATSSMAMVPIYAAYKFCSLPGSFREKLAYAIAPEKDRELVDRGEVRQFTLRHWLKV
MT1-MMP txn act: activates MT1-MMP transcription. HT1080 MT1-MMP promoter luciferase reporter, luminescence, overnight; active compounds read high. activation factor at 10 µM. AID 750. 86,000 compounds, 0.16% hits;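 active = activation factor of at least 2 for MT1-MMP transcription at 10 µM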
PTPN22 inh 2: LYP (human) phosphatase inhibition; recombinant LYP catalytic domain, DiFMUP fluorescence; 96,000 compounds, 0.21% hits; Q9Y2R2; AID 640; inhibition, % at 2 µM;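 active = inhibition at 2 µM at or above a set limit, the screen mean plus 3 SD, cut at about 24% in these data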;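 note: 0% = DMSO with enzyme and 100% = enzyme fully blocked by orthovanadate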
Calb biofilm kill: kills Candida albicans biofilms. C. albicans biofilm + clotrimazole, Alamar Blue. 85,000 compounds, 0.14% hits. inhibition, % at 6 µM;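 active = inhibition above 20%; inactive = inhibition below 20%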;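 note: preformed 24 hr biofilms exposed to compound for 48 hr; 0% = biofilm without compound and 100% = blank killed by clotrimazole plus chlorhexidine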
VCAM1 TNFa inh: reduces TNF alpha induced VCAM1 expression in HUVEC. 95,000 compounds, 0.48% hits. inhibition, % at 2 µM. HUVEC TNFa-induced VCAM-1 immunofluorescence, high-content imaging;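 active = inhibition above the batch mean plus 3 SD, with images confirmed as a hit by eye, cut at about 37% in these data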;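 note: 0% = TNF-stimulated DMSO wells and 100% = unstimulated control wells; not every result past the cut was called active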
IL1B cytotox: toxic to HUVEC cells under IL-1B stimulation; HUVEC cell count loss, Hoechst imaging, IL-1B stimulated; cell count reduction, % at 2 µM; 94,000 compounds, 0.41% hits;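 active = cell count reduction more than 3 SD above the screen-wide mean, cut at about 70% in these data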;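 note: normalized per plate to untreated control cells as the no-loss baseline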
Smad3 inh: Smad3 (human) transcription factor binding inhibition; 88,000 compounds, 0.29% hits; AID 630; TR-FRET Smad3/Dy647-FoxH1 peptide binding, europium anti-His; P84022; inhibition, % at 25 µM;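 active = compounds that reduce the energy-transfer binding signal between the protein and its labelled peptide by more than half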;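 note: 0% = Smad3 plus labelled peptide maximal FRET and 100% = peptide-only background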
Target sequence (P84022 whole entry, looked up): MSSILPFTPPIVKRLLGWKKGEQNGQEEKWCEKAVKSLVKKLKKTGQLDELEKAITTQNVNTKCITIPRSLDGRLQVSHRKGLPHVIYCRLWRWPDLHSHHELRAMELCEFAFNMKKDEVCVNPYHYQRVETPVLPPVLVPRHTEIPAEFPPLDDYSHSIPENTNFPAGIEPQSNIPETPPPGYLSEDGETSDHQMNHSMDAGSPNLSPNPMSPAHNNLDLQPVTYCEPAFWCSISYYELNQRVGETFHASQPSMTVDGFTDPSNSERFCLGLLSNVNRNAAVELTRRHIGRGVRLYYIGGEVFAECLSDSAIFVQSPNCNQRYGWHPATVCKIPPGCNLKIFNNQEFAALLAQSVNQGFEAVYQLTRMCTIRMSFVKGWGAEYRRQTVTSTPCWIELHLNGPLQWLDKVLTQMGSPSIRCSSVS
F-actin modifier: cytoskeleton assembly modification. HUVEC TNFa F-actin phalloidin imaging, high content. inhibition, % at 2 µM. 91,000 compounds, 0.18% hits. AID 836;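 active = inhibition above the batch mean plus 3 SD and confirmed as a hit by visual image inspection, cut at about 30% in these data, passing the limit was not always enough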; note: strong numbers were not always called active
Starred values were filed as active, the others as inactive; x = not tested or not shown; [ ] = remark or other dose.

SMILES	HUVEC tox TNFa	hDAT+cocaine	MT1-MMP txn act	PTPN22 inh 2	Calb biofilm kill	VCAM1 TNFa inh	IL1B cytotox	Smad3 inh	F-actin modifier
CCCC(=O)NC(=S)Nc1c(C)cc(Br)cc1C	-7	-0.68	x	1	x	-12	3	x	6
Cc1cnc(Sc2ncccc2[N+](=O)[O-])nc1	-23	-0.044	1.1	5	8	12	-16	3	-7
CC(=O)Nc1ccc2nc(C3CCCCC3)[nH]c2c1	3	0.19	1.2	-9	x	37	10	x	-11
CCN(CC)S(=O)(=O)c1ccc(O)c(C(=O)OCC(=O)N(C)Cc2ccccc2)c1	-38	0.72	1.1	1	8	-3	-1	5	19
CC(C)(C)c1ccc(-c2nnc(SCCN3C(=O)c4ccccc4C3=O)o2)cc1	-4	2	1.1	1	1	-15	4	16	-5
COc1ccc(NC(C)=O)cc1NC(C)C(=O)Nc1ccc(F)cc1 (stereo unspecified)	-3	0.94	x	2	x	6	-19	x	1
O=C(Nc1ccccc1-c1ccccc1)c1ccco1	-18	-0.73	1.2	-12	5	-8	-8	10[fluorescence artefact?]	-25
CCc1cc2c(=O)nc3n(c2s1)Cc1ccccc1/C3=C(/O)c1cccc([N+](=O)[O-])c1	-9	0.81	x	15	x	10	14	x	7
C=CCn1c(N)c(C(=O)NCC2CCCO2)c2nc3ccccc3nc21 (stereo unspecified)	-19	0.75	1	6	3	-9	14	24	8
Cc1cc(C)cc(-n2nnnc2SCC(=O)Nc2nc(-c3ccc(F)cc3)cs2)c1	4	0.15	x	7	x	19	12	x	-7
CN(C)CCNc1oc(-c2ccccc2F)nc1C#N	-6	-0.13	1.1	6	6	11	9	5	-2
O=C1CCCC2=C1C(c1cn(-c3ccccc3)nc1-c1cccs1)c1c([nH]c(=O)[nH]c1=O)N2 (stereo unspecified)	-41	1	1.2	5	x	-6	-6	4	x
COc1ccc(Cl)cc1S(=O)(=O)n1nnc2ccccc21	1	-0.022	1.1	1	-1	9	-71	0	x
CC1CC(C)CN(c2ncc3c(n2)CC(c2ccc(Cl)cc2)CC3=O)C1 (stereo unspecified)	-20	0.65	1	13	4	-4	0	13	27
Cc1ccc2cc(CN(CCCN3CCOCC3)C(c3nnnn3Cc3ccco3)C(C)C)c(=O)[nH]c2c1C (stereo unspecified)	-8	3.7*	1.1	2	0	7	-4	-3	-11

Reprinted at random: four records from the list.
SMILES	HUVEC tox TNFa	hDAT+cocaine	MT1-MMP txn act	PTPN22 inh 2	Calb biofilm kill	VCAM1 TNFa inh	IL1B cytotox	Smad3 inh	F-actin modifier
CC1CC(C)CN(c2ncc3c(n2)CC(c2ccc(Cl)cc2)CC3=O)C1 (stereo unspecified)	-20	0.65	1	13	4	-4	0	13	27
CCN(CC)S(=O)(=O)c1ccc(O)c(C(=O)OCC(=O)N(C)Cc2ccccc2)c1	-38	0.72	1.1	1	8	-3	-1	5	19
Cc1cc(C)cc(-n2nnnc2SCC(=O)Nc2nc(-c3ccc(F)cc3)cs2)c1	4	0.15	x	7	x	19	12	x	-7
Cc1ccc2cc(CN(CCCN3CCOCC3)C(c3nnnn3Cc3ccco3)C(C)C)c(=O)[nH]c2c1C (stereo unspecified)	-8	3.7*	1.1	2	0	7	-4	-3	-11

Going on with the list:
SMILES	HUVEC tox TNFa	hDAT+cocaine	MT1-MMP txn act	PTPN22 inh 2	Calb biofilm kill	VCAM1 TNFa inh	IL1B cytotox	Smad3 inh	F-actin modifier
COc1ccc(NC(=S)NCCc2ccc(Cl)cc2)c(OC)c1	28	0.86	0.9	4	-7	2	0	-6	4
Cn1c2c(c(=O)n(C)c1=O)CN(CCN1CCNCC1)CN2	10	0.77	1.1	1	0	-2	-35	-7	21
COc1ccc(C2C(=O)N(CCc3ccccc3)CC(=O)N2C2CCCCC2)cc1 (stereo unspecified)	-6	0.82	1.1	5	5	17	x	13	0
O=C(CCCOc1ccccc1)Nc1cccc(C(=O)O)c1	-10	-0.13	1.2	6	4	-4	-7	3	28
Cc1cccc2c1N(C(=O)c1ccco1)C(C)(C)c1ssc(=S)c1-2	-14	-0.79	x	6	x	11	-27	x	-17
O=P(Cc1ccncc1)(c1ccccc1)c1ccccc1	-4	-0.2	1	16	2	6	x	18	-12
O=C(O)CC(C(=O)OCCOc1ccccc1)N1CCOCC1 (stereo unspecified)	7	-0.43	1	-2	5	-4	14	6	9
Cc1onc(-c2ccccc2Cl)c1-c1nc(-c2ccccn2)no1	9	x	1.1	6	9	7	23	-3	-26
Cc1ccc(SC(C)C(=O)Nc2ncn[nH]2)cc1 (stereo unspecified)	-3	-0.66	1.1	-4	1	10	14	3	-9
CC1CCC(=C(C#N)c2nc(-c3cc4ccccc4oc3=O)cs2)CC1 (stereo unspecified)	2	-0.0097	x	9	x	7	-3	x	11
CCCC(C)C(=O)Nc1nc(C)c(-c2csc(Nc3cc(OC)ccc3OC)n2)s1 (stereo unspecified)	-11	0.21	x	7	x	2	-13	x	-4
CCc1cccc(CC)c1N(COC)C(=O)Cn1c(C(C)O)nc2ccccc21 (stereo unspecified)	14	0.27	1.1	9	3	1	-20	-11	9
Cc1ccc(-c2nc3cc(N)ccc3o2)c(C)c1	-22	0.14	x	-7	-3	4	0	-10	22
CCOC(=O)Nc1ccc2c(c1)nc(CN1CCOCC1)n2C	10	-0.34	1	-6	-2	9	-35	0	11
CCOC(=O)c1ccccc1OCc1cc(/C=N/n2cnnc2)ccc1OC	-18	-0.12	1	16	-1	-2	6	8	7

An excerpt from above in order of molecular weight, lowest first:
SMILES	HUVEC tox TNFa	hDAT+cocaine	MT1-MMP txn act	PTPN22 inh 2	Calb biofilm kill	VCAM1 TNFa inh	IL1B cytotox	Smad3 inh	F-actin modifier
O=C(CCCOc1ccccc1)Nc1cccc(C(=O)O)c1	-10	-0.13	1.2	6	4	-4	-7	3	28
Cn1c2c(c(=O)n(C)c1=O)CN(CCN1CCNCC1)CN2	10	0.77	1.1	1	0	-2	-35	-7	21
CCOC(=O)c1ccccc1OCc1cc(/C=N/n2cnnc2)ccc1OC	-18	-0.12	1	16	-1	-2	6	8	7

New compounds follow:
SMILES	HUVEC tox TNFa	hDAT+cocaine	MT1-MMP txn act	PTPN22 inh 2	Calb biofilm kill	VCAM1 TNFa inh	IL1B cytotox	Smad3 inh	F-actin modifier
Cc1onc(-c2ccccc2Cl)c1C(=O)NCc1cccnc1	x	-0.0014	1.1	x	1	x	x	1	x
Cc1cc2ccccc2c(=O)n1CC(=O)Nc1ccc2c(c1)OCCO2	-3	0.017	1.2	-11	6	9	-2	-3	6
COc1ccc(-c2cnnn2-c2ccc(NC(=O)c3ccco3)cc2)cc1OC	-33	-0.091	0.8	-14	-2	0	-43	3	x
O=C(CCn1c(=O)oc2ccccc21)Nc1nccs1	-3	-0.096	1.3	0	-2	-1	-43	-7	-3
CCN1CCN(c2nc(C)c3c(n2)CCCC3=O)CC1	-1	-0.054	1.1	22	4	0	-8	9	26
c1ccc(CNc2ncnc3ccccc23)cc1	x	-0.34	1	x	-1	x	x	-6	x
c1ccc2cc(-c3cc4ccccn4c3)ccc2c1	3	0.35	1.7	11	-2	1	19	-17	-1
N#C/C(=C\N1CCN(Cc2ccc3c(c2)OCO3)CC1)c1nc2ccccc2s1	7	-0.37	1.2	5	7	-7	8	4	-23
COCCNC(=S)N1C2CCC1CC(NC(=O)NC13CC4CC(CC(C4)C1)C3)C2 (stereo unspecified)	0	0.35	x	6	x	10	-3	x	12
CCCCNC(=O)C1CCCN1C(=O)Nc1cccc(OC)c1 (stereo unspecified)	-21	-0.78	1.2	-4	9	-34	-18	9	-24
Cc1c(CN2CCCCC2)c(O)n(CCCO)c(=O)c1C#N	-29	-0.1	1.1	-5	2	-14	-14	8	11
Cc1c(C#N)c2ccccc2n1CC(=O)O	x	x	1.2	5	6	x	x	-1	x
COc1ccc(N=C2SC(CC(=O)Nc3ccc(OC)cc3OC)C(=O)N2C)cc1 (stereo unspecified)	-2	1.1	1.1	-10	1	5	-2	-4	0
CCc1nc(OCc2ccco2)c2sc3nc4c(cc3c2n1)COC(C)(C)C4	5	0.7	1.1	-4	4	10	-4	-4	1
Cc1cc(C(=O)CSc2ccc(Cl)cc2)cc(C)c1OC(=S)N(C)C	-32	1.4	1.7	-16	3	-7	-17	-10	20
Cc1csc(NC(=O)c2cccc(Cn3nc(C)c(Br)c3C)c2)n1	-40	1.9	1.3	0	-4	21	-1	5	9
COc1ccc(C(=O)N2CCN(C3CCC(c4ccccc4)CC3)CC2)cc1OC (stereo unspecified)	-5	0.5	1.1	12	3	5	5	-1	6
CCn1c(SCc2ccc(OC)cc2)nnc1-c1ccncc1	6	-0.024	1.2	2	-5	23	-25	-6[fluorescence artefact?]	-3
CCCN(CCC)CCCNS(=O)(=O)c1cc(Br)cc2c1N(C(C)=O)CC2	-44	-0.19	1.2	4	7	7	-25	3	24
O=C(COc1ccccc1Cl)N1CCN(c2ccc([N+](=O)[O-])c(N3CCOCC3)c2)CC1	-3	1.7	x	1	x	0	-4	x	1
O=C(CCCOc1ccc(Cl)cc1Cl)n1nnc2ccccc21	-7	0.47	1.2	8	4	-7	-16	8	8
CCC(C)(C)n1nnnc1C(c1cc2ccc(OC)cc2[nH]c1=O)N1CCc2ccccc21 (stereo unspecified)	-8	1.1	1.2	4	-2	15	2	-5	16
Cc1cccc(NC(=S)NC2CC3CCCC(C2)N3Cc2cccs2)c1 (stereo unspecified)	-2	0.036	x	6	x	13	1	x	-17
Fc1ccccc1Cn1nnc2c(NCc3ccccn3)ncnc21	x	-0.19	1.2	x	6	x	x	0	x
Cc1ccc2c(c1)[nH]c1c(=O)n(CCCN3CCOCC3)cnc12	5	-0.085	1.2	1	9	-10	8	2	-5
COc1ccc(S(=O)(=O)N2CCCC2C(=O)NCc2cccs2)cc1 (stereo unspecified)	-2	-0.98	1.1	2	-3	10	16	-12	6
CCC(Sc1ncccc1C(=O)OC(C)C)C(=O)NCc1ccco1 (stereo unspecified)	-27	0.9	1	-6	4	-9	-112	-5	-7
Cc1ccc(Cn2c(CN3CCN(C(=O)c4ccco4)CC3)nc3c2c(=O)n(C)c(=O)n3C)cc1	8	x	1.1	-2	-4	-9	-9	-1	-31
CCN(CC)c1ccc(/C=C(/C#N)c2nc3ccc(C)cc3[nH]2)c(OC(C)C)c1	5	-0.27	x	10	x	-8	6	x	10
Cc1ccc(CNC(=O)CCS(=O)(=O)c2cccc3nsnc23)cc1	x	0.7	1.1	x	-1	x	x	8	x
Cc1occc1C(=O)n1cnc2ccccc21	1	0.12	1.1	4	3	-11	-12	-9	-16
O=C(c1cccc(C(=O)N2CCN(c3ccccc3)CC2)c1)N1CCN(c2ccccc2)CC1	-21	0.027	1	6	x	15	0	x	2
Cc1ccc(CNC(=O)c2ccc(Br)o2)cc1	-28	1	1.1	0	7	-7	-96	-6	x
CSCCC1NC(=O)N(CC(=O)Nc2cccc3ccccc23)C1=O (stereo unspecified)	-23	0.7	x	12	x	-1	-7	x	8
CC(C)CN(CC(C)C)C(=O)CS(=O)(=O)Cc1ccccc1	-31	-0.016	1	-12	3	22	-46	0	5

The list is partial; rates above refer to the full screens.
